Screens: PubChem BioAssay, Broad Institute
TcdB GH inh – TcdB glycohydrolase inhibitors, primary screen, biochemical, single point, plate reader; Toxin B (Clostridioides difficile), P18177; TcdB glycohydrolase enzymatic assay; inhibition, % at 9.99 µM; 350,000 compounds, 0.24% hits; AID 652162, 2013; in the data active = inhibition above about 10%
Target sequence (P18177 whole entry, looked up): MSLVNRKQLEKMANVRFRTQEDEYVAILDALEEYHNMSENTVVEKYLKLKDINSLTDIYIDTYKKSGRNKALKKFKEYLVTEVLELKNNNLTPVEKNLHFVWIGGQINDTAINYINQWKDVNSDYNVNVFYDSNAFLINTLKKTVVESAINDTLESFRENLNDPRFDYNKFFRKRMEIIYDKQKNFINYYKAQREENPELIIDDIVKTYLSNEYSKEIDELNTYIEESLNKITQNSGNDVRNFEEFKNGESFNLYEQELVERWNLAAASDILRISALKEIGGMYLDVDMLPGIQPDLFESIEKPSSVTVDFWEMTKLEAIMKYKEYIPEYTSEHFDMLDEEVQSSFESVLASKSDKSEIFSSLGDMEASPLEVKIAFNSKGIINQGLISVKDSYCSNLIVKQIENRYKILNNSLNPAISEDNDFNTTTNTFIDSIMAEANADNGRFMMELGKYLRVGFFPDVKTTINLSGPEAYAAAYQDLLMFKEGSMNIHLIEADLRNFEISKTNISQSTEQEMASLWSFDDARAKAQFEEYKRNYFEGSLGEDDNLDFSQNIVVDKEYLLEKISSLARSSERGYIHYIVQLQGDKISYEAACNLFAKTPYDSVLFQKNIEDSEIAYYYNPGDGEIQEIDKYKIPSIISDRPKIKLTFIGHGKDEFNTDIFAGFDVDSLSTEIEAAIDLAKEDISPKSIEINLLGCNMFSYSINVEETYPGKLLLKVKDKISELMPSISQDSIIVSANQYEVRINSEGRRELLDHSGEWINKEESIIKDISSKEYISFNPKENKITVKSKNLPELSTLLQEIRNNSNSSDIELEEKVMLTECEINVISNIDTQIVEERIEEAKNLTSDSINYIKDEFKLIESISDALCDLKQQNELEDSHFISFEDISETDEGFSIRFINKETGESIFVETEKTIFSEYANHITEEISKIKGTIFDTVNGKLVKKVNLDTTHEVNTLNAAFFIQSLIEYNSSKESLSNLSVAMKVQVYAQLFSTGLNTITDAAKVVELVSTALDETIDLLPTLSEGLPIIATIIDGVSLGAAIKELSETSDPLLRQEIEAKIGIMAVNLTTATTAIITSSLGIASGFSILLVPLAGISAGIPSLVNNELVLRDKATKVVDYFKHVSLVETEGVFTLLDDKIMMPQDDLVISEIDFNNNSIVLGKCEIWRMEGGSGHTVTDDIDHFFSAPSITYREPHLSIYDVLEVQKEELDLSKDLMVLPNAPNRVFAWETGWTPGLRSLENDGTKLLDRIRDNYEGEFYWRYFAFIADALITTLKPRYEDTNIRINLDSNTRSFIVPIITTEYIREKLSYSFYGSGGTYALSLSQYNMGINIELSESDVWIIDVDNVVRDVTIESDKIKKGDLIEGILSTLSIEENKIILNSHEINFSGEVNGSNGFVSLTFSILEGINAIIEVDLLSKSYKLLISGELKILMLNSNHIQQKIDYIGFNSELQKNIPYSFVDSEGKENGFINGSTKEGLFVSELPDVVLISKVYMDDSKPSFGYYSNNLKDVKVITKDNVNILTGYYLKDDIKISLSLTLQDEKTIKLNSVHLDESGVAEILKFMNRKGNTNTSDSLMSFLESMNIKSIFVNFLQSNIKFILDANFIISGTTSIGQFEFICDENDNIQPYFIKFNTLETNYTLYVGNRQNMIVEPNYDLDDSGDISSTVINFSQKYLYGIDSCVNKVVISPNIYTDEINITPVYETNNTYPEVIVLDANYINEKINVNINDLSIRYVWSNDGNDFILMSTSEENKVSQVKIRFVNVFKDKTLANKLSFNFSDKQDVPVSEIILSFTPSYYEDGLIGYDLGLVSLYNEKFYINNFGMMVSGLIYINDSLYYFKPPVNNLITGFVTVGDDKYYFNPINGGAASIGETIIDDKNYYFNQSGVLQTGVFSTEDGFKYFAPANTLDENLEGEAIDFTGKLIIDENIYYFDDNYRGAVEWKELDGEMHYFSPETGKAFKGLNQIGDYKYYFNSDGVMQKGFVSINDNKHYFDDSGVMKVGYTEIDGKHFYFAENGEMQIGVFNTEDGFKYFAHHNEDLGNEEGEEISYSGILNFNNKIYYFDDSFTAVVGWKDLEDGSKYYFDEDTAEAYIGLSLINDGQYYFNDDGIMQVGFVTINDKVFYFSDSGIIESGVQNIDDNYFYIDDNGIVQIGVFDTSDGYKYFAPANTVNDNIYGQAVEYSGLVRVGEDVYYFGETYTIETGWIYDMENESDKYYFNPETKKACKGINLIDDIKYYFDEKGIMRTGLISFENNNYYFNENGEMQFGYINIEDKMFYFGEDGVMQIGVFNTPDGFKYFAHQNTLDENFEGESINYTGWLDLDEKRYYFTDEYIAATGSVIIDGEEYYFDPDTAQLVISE
Starred values were filed as active, the others as inactive. Not all compounds are listed (hit frequency here may not be typical).

compound,TcdB GH inh
C[C@H](CO)N1C[C@H](C)[C@H](CN(C)C)Oc2ncc(-c3cccc(C(=O)N(C)C)c3)cc2C1=O,0.9
CN1c2ccc(-c3cccc(C#N)c3)cc2[C@@H]2[C@@H](CCN2S(=O)(=O)c2ccccc2)[C@@H]1CO,0.0
O=C(N[C@H]1CC[C@@H](CCNS(=O)(=O)c2ccc(F)cc2)O[C@@H]1CO)c1ccccn1,0.9
O=C(C[C@H]1C[C@H]2c3cc(NC(=O)C4CCC4)ccc3O[C@H]2[C@@H](CO)O1)NCc1cccc(F)c1,-1.8
COc1ccccc1-c1ccc2c(c1)[C@H]1[C@H](CCN1C(=O)CN1CCOCC1)[C@H](CO)N2C,0.1
C[C@H]1CN([C@@H](C)CO)C(=O)c2cccc(NC(=O)c3ccc(-c4nccs4)cc3)c2O[C@H]1CN(C)C(=O)Nc1ccc(C(F)(F)F)cc1,0.1
O=C(C[C@@H]1CC[C@H]2[C@@H](COC[C@H](O)CN2Cc2cc(F)cc(F)c2)O1)NC1CCC1,-0.1
O=C(c1ccc2c(c1)OCO2)N1CC(=O)N2[C@H](CO)[C@H](c3ccc(C#Cc4ccccc4)cc3)[C@@H]2C1,-0.2
COCC#Cc1ccc([C@@H]2[C@@H](CO)N3C(=O)CN(C(=O)C4CCOCC4)C[C@H]23)cc1,-0.4
CC(C)NC(=O)N(C)C[C@@H]1Oc2cc(C#CC(C)(C)O)ccc2S(=O)(=O)N([C@@H](C)CO)C[C@@H]1C,0.5
CCC(=O)Nc1ccc2c(c1)C(=O)N(C)C[C@@H](OC)[C@H](C)CN(C(=O)COC)[C@H](C)CO2,0.6
CCC(=O)N1[C@@H]2c3cccc(=O)n3C[C@@H]2[C@@H](CO)[C@@H]1C(=O)N1CCc2ccccc2C1,0.8
C=CCOC(=O)[C@H]1[C@@H]2C(=O)O[C@@H](c3ccccc3)[C@@H](c3ccccc3)N2[C@@H](c2ccc(OCCOC(=O)[C@H]3C[C@H]4C(=O)N[C@@H](CC(C)C)C(=O)N4[C@H]3c3cccc(OCCO)c3)cc2)[C@]12C(=O)Nc1ccccc12,-0.5
C/C=C/c1ccc2c(c1)O[C@H](CN(C)S(=O)(=O)c1ccccc1OC)[C@H](C)CN([C@@H](C)CO)S2(=O)=O,-2.2
C/C=C/c1ccc2c(c1)O[C@H](CN(C)Cc1ccncc1)[C@H](C)CN([C@@H](C)CO)S2(=O)=O,0.4
CCC(=O)N1CC2(CN(Cc3ccncc3)C2)c2c(n(C)c3cc(OC)ccc23)[C@H]1CO,0.5
C[C@H]1CN([C@@H](C)CO)C(=O)c2cc(C#CCc3ccccc3)cnc2O[C@H]1CN(C)Cc1ccccc1,1.0
CCCC#Cc1ccc2c(c1)O[C@@H](CN(C)S(C)(=O)=O)[C@H](C)CN([C@@H](C)CO)S2(=O)=O,1.4
CNC[C@@H]1Oc2c(NC(=O)NC3CCCCC3)cccc2C(=O)N([C@H](C)CO)C[C@@H]1C,0.0
CCN1[C@@H]2c3ccc(-c4ccccc4OC)c(=O)n3C[C@@H]2[C@@H](CO)[C@@H]1C(=O)NCC1CC1,0.4
O=C(C[C@@H]1CC[C@@H]2[C@H](COC[C@H](O)CN2C(=O)c2ccccc2)O1)NC1Cc2ccccc2C1,-0.5
O=C(c1cccnc1)N1C[C@@H]2[C@H](c3ccccc31)[C@@H](CO)N2C(=O)Nc1cccc(F)c1,-0.5
COC(=O)[C@@H]1[C@@H](CO)[C@@H]2Cn3c(ccc(-c4ccccc4F)c3=O)[C@H]1N2Cc1cccnc1,0.4
C[C@@H]1CN([C@@H](C)CO)C(=O)c2cc(C#C[C@@H](C)O)cnc2O[C@H]1CN(C)CC1CCOCC1,-0.7
CCC(=O)N1CC2(C1)[C@@H](c1ccccc1)[C@@H](CO)N2Cc1ccccc1F,0.0
COc1ccc(NC(=O)Nc2ccc3c(c2)C(=O)N([C@@H](C)CO)C[C@H](C)[C@@H](CN(C)Cc2ccncc2)OCCCC[C@H](C)O3)cc1,0.2
COc1cccc(S(=O)(=O)N2C[C@H](O)COC[C@H]3O[C@@H](CC(=O)NCCCN4CCOCC4)CC[C@@H]32)c1,-1.4
CN(C)CC(=O)N1[C@@H]2Cn3c(ccc(-c4ccccc4)c3=O)[C@H]1[C@@H](C(=O)N1CCOCC1)[C@@H]2CO,-0.3
C[C@H]1CN([C@@H](C)CO)C(=O)c2cc(NS(=O)(=O)c3cn(C)cn3)ccc2O[C@@H]1CN(C)Cc1ccc(C(=O)Nc2ccccc2N)cc1,-0.3
C[C@@H]1CN([C@@H](C)CO)C(=O)c2cccc(NC(=O)C3CC3)c2O[C@@H]1CN(C)C(=O)Nc1ccc(C(F)(F)F)cc1,2.0
O=C(NCC[C@H]1CC[C@@H](NS(=O)(=O)c2ccccc2)[C@@H](CO)O1)c1ccc2c(c1)OCO2,-3.2
Cc1ccc(S(=O)(=O)NCC[C@@H]2CC[C@H](NC(=O)c3ccccn3)[C@H](CO)O2)cc1,-0.2
CCNC(=O)[C@H]1[C@H](CO)[C@H]2Cn3c(ccc(-c4ccccc4F)c3=O)[C@@H]1N2S(C)(=O)=O,-0.5
Cc1ccc(S(=O)(=O)N(C)C[C@@H]2Oc3ccc(NC(=O)Cc4cn(C)c5ccccc45)cc3CC(=O)N([C@H](C)CO)C[C@@H]2C)cc1,-1.2
COc1ccc(CN2C[C@H](O)COC[C@H]3O[C@@H](CC(=O)N(C)C)CC[C@@H]32)cc1,-1.6
C[C@@H](O)C#Cc1ccc2c(c1)O[C@H](CN(C)C(=O)C1CCC1)[C@@H](C)CN([C@@H](C)CO)S2(=O)=O,-1.1
O=C1CN(S(=O)(=O)Cc2ccccc2)C[C@H]2[C@@H](c3ccc(C#CCC4CCCC4)cc3)[C@@H](CO)N12,0.0
CCCC(=O)N1CCC2(CC1)CN(Cc1nccs1)[C@H](CO)c1[nH]c3cc(OC)ccc3c12,-0.4
CCC(=O)N1[C@@H]2c3ccc(C4=CCCC4)c(=O)n3C[C@@H]2[C@@H](CO)[C@@H]1C(=O)NC1CCCC1,1.5
COc1ccccc1-c1cnc2c(c1)C(=O)N([C@@H](C)CO)C[C@H](C)[C@@H](CN(C)CC1CCCC1)O2,0.2
Cn1cnc(S(=O)(=O)N2CC[C@H]3[C@H](CO)Nc4ccc(-c5ccc(F)cc5)cc4[C@H]32)c1,0.5
O=C(C[C@@H]1CC[C@H]2[C@@H](COC[C@@H](O)CN2Cc2nccs2)O1)NCc1ccccc1F,0.0
C[C@H](CO)N1C[C@H](C)[C@@H](CN(C)CC2CC2)Oc2c(NS(=O)(=O)c3cn(C)cn3)cccc2C1=O,-0.1
COc1cccc(-c2ccc3c(c2)[C@H]2[C@H](CCN2C(=O)C2CCCC2)[C@H](CO)N3)c1,0.9
C[C@H]1CN([C@@H](C)CO)C(=O)c2cccc(NC(=O)NC3CCCCC3)c2O[C@@H]1CN(C)Cc1ccc(Oc2ccccc2)cc1,-0.1
Cc1ccccc1-c1ccc([C@H]2[C@H](CO)N3CCCCN(C(=O)Nc4ccccc4)C[C@@H]23)cc1,0.9
O=C(Nc1ccc(-c2ccccc2)cc1)[C@H]1[C@H](CO)[C@H]2Cn3c(cccc3=O)[C@H]2N1CC1CC1,-1.7
COCC(=O)Nc1ccc2c(c1)C(=O)N(C)C[C@H](OC)[C@H](C)CN(CC1CCCCC1)[C@@H](C)CO2,0.2
CCS(=O)(=O)N1CCCCN2[C@H](CO)[C@@H](c3ccc(-c4ccc(C#N)cc4)cc3)[C@H]2C1,2.1
COc1ccc(CN(C)C[C@H]2OCCCC[C@@H](C)Oc3ccc(NS(=O)(=O)c4ccccc4)cc3C(=O)N([C@H](C)CO)C[C@H]2C)cc1,-0.5
COc1ccc2c3c(n(C)c2c1)[C@@H](CO)N(C(=O)Nc1ccc(F)cc1)CC31CCN(C(=O)Cc2ccncc2)CC1,-0.2
Cc1ccccc1-c1ccc2c(c1)O[C@H](CN(C)C(=O)Nc1ccc(C(F)(F)F)cc1)[C@H](C)CN([C@H](C)CO)S2(=O)=O,-2.1
C/C=C/c1ccc2c(c1)O[C@H](CN(C)C(=O)c1cnccn1)[C@H](C)CN([C@H](C)CO)S2(=O)=O,-0.5
O=C(C[C@@H]1CC[C@@H]2[C@H](COC[C@@H](O)CN2C(=O)Nc2cccc(F)c2)O1)NCc1ccccc1Cl,-0.2
COc1ccc(S(=O)(=O)Nc2cccc3c2O[C@H](CN(C)Cc2ccncc2)[C@H](C)CN([C@H](C)CO)C3=O)cc1,0.3
COc1ccc(C#Cc2ccc([C@H]3[C@H]4CN(C(=O)c5ccccc5)CC(=O)N4[C@H]3CO)cc2)cc1,0.4
O=C(C[C@H]1C=C[C@@H](NC(=O)c2ccccc2)[C@@H](CO)O1)NCc1ccncn1,0.3
O=C(C[C@@H]1C[C@H]2c3cc(NC(=O)Nc4ccccc4F)ccc3O[C@H]2[C@H](CO)O1)NCCc1ccccc1,0.2
C/C=C/c1cnc2c(c1)C(=O)N([C@H](C)CO)C[C@@H](C)[C@H](CN(C)Cc1cncnc1)O2,-2.3
C[C@@H]1CN([C@H](C)CO)C(=O)c2cccc(NC(=O)c3ccc(-c4nccs4)cc3)c2O[C@H]1CN(C)S(=O)(=O)c1ccccc1,0.9

Part of the list above, set out differently:
CN(C)CC(=O)N1[C@@H]2Cn3c(ccc(-c4ccccc4)c3=O)[C@H]1[C@@H](C(=O)N1CCOCC1)[C@@H]2CO
  TcdB GH inh: -0.3
C[C@H]1CN([C@@H](C)CO)C(=O)c2cc(NS(=O)(=O)c3cn(C)cn3)ccc2O[C@@H]1CN(C)Cc1ccc(C(=O)Nc2ccccc2N)cc1
  TcdB GH inh: -0.3
C[C@@H]1CN([C@@H](C)CO)C(=O)c2cccc(NC(=O)C3CC3)c2O[C@@H]1CN(C)C(=O)Nc1ccc(C(F)(F)F)cc1
  TcdB GH inh: 2.0
O=C(NCC[C@H]1CC[C@@H](NS(=O)(=O)c2ccccc2)[C@@H](CO)O1)c1ccc2c(c1)OCO2
  TcdB GH inh: -3.2

More entries follow:
compound,TcdB GH inh
O=C(N[C@@H]1CC[C@@H](CCNS(=O)(=O)c2ccccc2Cl)O[C@H]1CO)c1ccccc1,-0.1
COCC#Cc1cnc2c(c1)C(=O)N([C@H](C)CO)C[C@@H](C)[C@@H](CN(C)Cc1ccc(F)cc1)O2,0.5
C[C@H](O)C#Cc1cnc2c(c1)C(=O)N([C@H](C)CO)C[C@H](C)[C@@H](CN(C)C(=O)c1ccccc1F)O2,0.8
CN(C)CC(=O)Nc1ccc2c(c1)[C@@H]1C[C@@H](CC(=O)NCc3ccncc3)O[C@H](CO)[C@@H]1O2,-2.6
C[C@H](CO)N1C[C@H](C)[C@H](CN(C)C(=O)Nc2ccc(F)cc2)Oc2ccc(NS(=O)(=O)c3ccc(Cl)cc3)cc2C1=O,0.3
C[C@@H]1CN([C@H](C)CO)S(=O)(=O)c2ccc(C#Cc3ccc(F)cc3)cc2O[C@@H]1CN(C)S(=O)(=O)c1ccc(F)cc1,1.0
C[C@@H]1CN([C@H](C)CO)C(=O)Cc2cc(NC(=O)Nc3ccc(C(F)(F)F)cc3)ccc2O[C@@H]1CN(C)C,0.8
C=CCOC(=O)[C@@]12O[C@]3(COC[C@H](c4ccccc4)N3C1=O)[C@@H]1C(=O)N(c3ccccc3)C(=O)[C@@H]12,-1.0
O=C(c1ccc(F)cc1)N1[C@@H]2CNc3ccccc3[C@@H]2[C@@H]1CO,-1.5
O=C(NCc1ccc(Cl)cc1)C1=C[C@H](c2coc3ccccc3c2=O)C[C@H](OCCCCO)O1,-1.0
CO[C@H]1CN(C)C(=O)c2cc(NC(=O)C3CC3)ccc2OC[C@@H](C)N(CC2CC2)C[C@@H]1C,0.0
CCN(C[C@H]1N[C@H](CO)[C@@H]1c1ccc(-c2ccccc2)cc1)C(=O)COC,-0.4
C[C@@H]1CN([C@@H](C)CO)S(=O)(=O)c2ccc(C#CC3CCCC3)cc2O[C@H]1CN(C)Cc1cccnc1,0.7
CCCC#Cc1ccc2c(c1)O[C@@H](CN(C)C(=O)CC1CC1)[C@@H](C)CN([C@H](C)CO)S2(=O)=O,-0.4
N#C[C@H]1[C@@H](c2ccc(C#Cc3ccccc3F)cc2)[C@@H](CO)N1C(=O)C1CCOCC1,0.5
C[C@@H]1CN([C@H](C)CO)C(=O)c2cccc(NS(=O)(=O)c3ccc(Cl)cc3)c2O[C@H]1CN(C)Cc1ccncc1,1.3
O=C(C[C@H]1C=C[C@@H](NC(=O)Nc2ccccc2F)[C@@H](CO)O1)NCc1ccc(Cl)cc1,2.0
C[C@@H]1CN([C@@H](C)CO)C(=O)Cc2cc(NS(C)(=O)=O)ccc2O[C@@H]1CN(C)C(=O)Nc1ccc(F)cc1,0.1
O=C(C[C@H]1C[C@@H]2c3cc(NC(=O)C4CCC4)ccc3O[C@@H]2[C@H](CO)O1)NCc1ccccn1,1.0
CO[C@H]1CN(C)C(=O)c2cc(NC(=O)NC3CCCCC3)ccc2OC[C@H](C)N(CCc2ccccc2)C[C@H]1C,-1.0
Cc1ccc(-c2cnc3c(c2)C(=O)N([C@H](C)CO)C[C@H](C)[C@@H](CN(C)C(=O)Cc2cccnc2)O3)cc1,0.7
C[C@@H]1CCCCO[C@@H](CN(C)C(=O)Nc2ccc(F)cc2)[C@H](C)CN([C@@H](C)CO)C(=O)c2cc(NC(=O)CCCN(C)C)ccc2O1,1.3

Part of the list above in order of count of non-hydrogen atoms, low to high:
compound,TcdB GH inh
COc1ccc(CN2C[C@H](O)COC[C@H]3O[C@@H](CC(=O)N(C)C)CC[C@@H]32)cc1,-1.6
C/C=C/c1ccc2c(c1)O[C@H](CN(C)Cc1ccncc1)[C@H](C)CN([C@@H](C)CO)S2(=O)=O,0.4
C=CCOC(=O)[C@@]12O[C@]3(COC[C@H](c4ccccc4)N3C1=O)[C@@H]1C(=O)N(c3ccccc3)C(=O)[C@@H]12,-1.0
